FadD28 binding = M. tuberculosis FadD28 bisubstrate binding inhibition; FadD28 bisubstrate probe binding, fluorescence polarization; inhibition, % at 12.5 µM; 360,000 tested, 0.22% active; AID 588549; in the data active = inhibition above about 8.5%, passing the limit was not always enough; inconclusive = no clear call, values can overlap the other calls
UGM FP inh = blocks M. tuberculosis UGM enzyme; P9WIQ1; purified UGM, fluorescence polarization probe displacement; inhibition, % at 10 µM; 320,000 tested, 0.06% active; AID 504406; in the data active = inhibition above about 10%, passing the limit was not always enough; inconclusive = no clear call, values can overlap the other calls
Target sequence (P9WIQ1 whole entry, looked up): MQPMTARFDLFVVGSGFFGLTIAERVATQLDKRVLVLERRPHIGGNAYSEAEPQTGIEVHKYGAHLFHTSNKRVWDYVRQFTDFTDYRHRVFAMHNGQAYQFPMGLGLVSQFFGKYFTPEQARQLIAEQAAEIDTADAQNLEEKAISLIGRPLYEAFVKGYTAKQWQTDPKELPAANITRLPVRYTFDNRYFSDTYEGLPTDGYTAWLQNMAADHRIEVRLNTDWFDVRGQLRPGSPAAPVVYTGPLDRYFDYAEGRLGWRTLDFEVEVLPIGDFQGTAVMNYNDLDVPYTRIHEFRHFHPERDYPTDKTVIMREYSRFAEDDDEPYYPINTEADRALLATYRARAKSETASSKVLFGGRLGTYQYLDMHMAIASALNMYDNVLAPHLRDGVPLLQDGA
GDH-TPI counter = GDH-TPI coupled enzyme inhibition counter-screen; GDH-TPI coupled enzyme counterscreen, NADH absorbance; inhibition, % at 4.8 µM; 360,000 tested, 1.2% active; in the data active = inhibition above about 30%;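 also: 0% = DMSO wells and 100% = wells lacking the enzyme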
PfHsp40 yeast = compounds rescuing yeast from Plasmodium falciparum HSP40 toxicity | 340,000 tested, 0.68% active | S. cerevisiae expressing PfHsp40, growth rescue, ATP luminescence | growth rescue, % at 12.5 µM; in the data active = growth rescue above about 28%, passing the limit was not always enough; inconclusive = no clear call, values can overlap the other calls;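 also: yeast W303a lacking pdr1 and pdr3 grown in galactose medium; growth measured after three days at 30 °C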
Anthrax LF prot = anthrax lethal factor protease inhibition; AID 588501; 360,000 tested, 0.12% active; multiplex microsphere protease cleavage assay, LF; P15917; inhibition, % at 10 µM; also: plate controls were buffer without enzyme for full effect and enzyme alone for no effect
BioA inh = BioA (M. tuberculosis) enzyme inhibition; purified M. tuberculosis BioA enzyme, plate reader; 360,000 tested, 0.096% active; inhibition, % at 9.99 µM; AID 602481; in the data active = inhibition above about 40%; inconclusive = no clear call, values can overlap the other calls
BoNT-F LC inh = inhibitors of Botulinum neurotoxin F light chain protease. AID 588497. 360,000 tested, 0.22% active. inhibition, % at 10 µM. Multiplex microsphere protease cleavage assay, flow cytometry; in the data active = inhibition above about 35%, passing the limit was not always enough; inconclusive = no clear call, values can overlap the other calls; also: plate controls were buffer without enzyme for full effect and enzyme alone for no effect
Mtb FBA inh = inhibitors of M. tuberculosis fructose-bisphosphate aldolase. P9WQA3. purified M. tuberculosis FBA, fluorescence read-out. inhibition, % at 1 µM. 360,000 tested, 2.3% active; in the data active = inhibition above about 27%;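 also: 0% = vehicle and 100% = reference inhibitor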
Target sequence (P9WQA3 whole entry, looked up): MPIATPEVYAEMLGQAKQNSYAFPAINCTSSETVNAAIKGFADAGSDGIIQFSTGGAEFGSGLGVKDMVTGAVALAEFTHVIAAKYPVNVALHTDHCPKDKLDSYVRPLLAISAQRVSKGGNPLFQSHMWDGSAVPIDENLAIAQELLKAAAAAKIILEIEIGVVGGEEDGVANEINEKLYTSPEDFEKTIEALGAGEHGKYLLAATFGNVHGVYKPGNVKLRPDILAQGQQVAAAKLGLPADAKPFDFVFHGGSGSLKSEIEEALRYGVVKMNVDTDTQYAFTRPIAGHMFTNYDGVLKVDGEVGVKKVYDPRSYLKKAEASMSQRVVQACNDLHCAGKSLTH
BoNT-A LC inh2 = BoNT A light chain protease inhibition | multiplex microsphere protease substrate cleavage, flow cytometry | inhibition, % at 10 µM | 360,000 tested, 0.17% active; also: plate controls were buffer without enzyme for full effect and enzyme alone for no effect
* = called active by the depositor. Rule as the data show it, unless noted: active = inhibition above about 30%; inconclusive = no clear call, values can overlap the other calls; inactive = below that.

For O=C(Nc1cccc(S(=O)(=O)C(F)F)c1)c1ccc(S(=O)(=O)N2CCOCC2)cc1 the results were FadD28 binding -7.9, UGM FP inh 2.9, GDH-TPI counter 14.2, PfHsp40 yeast -1.3, Anthrax LF prot -3.9, BioA inh 1.5, BoNT-F LC inh 11.0, Mtb FBA inh 2.5 and BoNT-A LC inh2 0.1.
For Cc1cc(=O)[nH]c(SCC(=O)Nc2nc3ccccc3s2)n1 the results were FadD28 binding -7.3, UGM FP inh 0.2, GDH-TPI counter -2.7, PfHsp40 yeast -0.5, Anthrax LF prot -4.9, BoNT-F LC inh 0.2, Mtb FBA inh -2.7 and BoNT-A LC inh2 1.2.
COc1cc2c(cc1NC(=O)CN1CCN(S(=O)(=O)c3ccccc3F)CC1)oc1ccccc12 was read as FadD28 binding -1.3, UGM FP inh -1.1, GDH-TPI counter 5.1, PfHsp40 yeast -1.4, Anthrax LF prot -0.5, BioA inh -1.5, BoNT-F LC inh -3.4, Mtb FBA inh -7.2 and BoNT-A LC inh2 0.3.
Screening Cc1c(Cl)ccc2sc(NC(=O)C3CC3)nc12 returned FadD28 binding -2.5, UGM FP inh -1.0, GDH-TPI counter -3.3, PfHsp40 yeast 1.1, Anthrax LF prot -11.9, BioA inh -0.9, BoNT-F LC inh -10.4, Mtb FBA inh -1.3 and BoNT-A LC inh2 -0.2.
`Cc1cc(C)c(N=C2CCCN2Cc2ccccc2)c(C#N)c1` gave FadD28 binding -3.9, UGM FP inh 1.6, GDH-TPI counter 4.2, PfHsp40 yeast 0.0, Anthrax LF prot 3.2, BioA inh 0.1, BoNT-F LC inh -7.6, Mtb FBA inh -0.1 and BoNT-A LC inh2 0.1.
C/C(=N\NC(=O)CN1CCN(Cc2ccccc2)CC1)c1ccncc1 was read as FadD28 binding -4.2, UGM FP inh 0.6, GDH-TPI counter -10.2, PfHsp40 yeast -1.5, Anthrax LF prot -8.0, BoNT-F LC inh inconclusive, Mtb FBA inh -5.1 and BoNT-A LC inh2 inconclusive.
Oc1cc(Cl)c(Cl)c(Cl)c1 was read as FadD28 binding 0.4, GDH-TPI counter 2.1, PfHsp40 yeast 15.3, Anthrax LF prot 0.4, BioA inh -1.7, BoNT-F LC inh -0.3, Mtb FBA inh -2.2 and BoNT-A LC inh2 0.5.
Screening CCN(CC(=O)N1CCOCC1)S(=O)(=O)c1ccccc1 returned FadD28 binding -0.1, UGM FP inh 2.4, GDH-TPI counter 2.3, PfHsp40 yeast -1.5, Anthrax LF prot -2.9, BioA inh -3.3, BoNT-F LC inh 1.0, Mtb FBA inh 4.1 and BoNT-A LC inh2 2.3.
O=C(NCCc1ccc(Cl)cc1)C1CCN(S(=O)(=O)c2ccc(-n3cnnn3)cc2)CC1 was read as FadD28 binding -1.5, UGM FP inh 0.1, GDH-TPI counter -11.6, PfHsp40 yeast -0.6, Anthrax LF prot -2.9, BoNT-F LC inh 0.9, Mtb FBA inh -0.1 and BoNT-A LC inh2 0.0.
For CC1CCCC(NC(=O)COC(=O)c2cccc(NS(=O)(=O)/C=C/c3ccccc3)c2)C1C (configuration not stated) the results were FadD28 binding -4.5, UGM FP inh -1.8, GDH-TPI counter 15.8, PfHsp40 yeast -2.5, Anthrax LF prot 0.7, BioA inh 0.4, BoNT-F LC inh -2.4, Mtb FBA inh -4.0 and BoNT-A LC inh2 -0.6.
For CC(Cc1ccc(O)cc1)NCC(O)c1cc(O)cc(O)c1 (configuration not stated) the results were FadD28 binding 0.5, UGM FP inh -4.5, GDH-TPI counter 5.7, PfHsp40 yeast -0.1, Anthrax LF prot -4.5, BioA inh -1.7, BoNT-F LC inh -0.6, Mtb FBA inh -0.5 and BoNT-A LC inh2 0.0.
For COCCCNC(=O)c1ccc2c(c1)nc(C)n2-c1cccc(C)c1 the results were FadD28 binding -0.7, UGM FP inh -2.3, GDH-TPI counter -10.0, PfHsp40 yeast 0.5, Anthrax LF prot 1.3, BioA inh 21.4, BoNT-F LC inh -4.5, Mtb FBA inh 5.6 and BoNT-A LC inh2 -2.8.
For COc1cccc(N2CCN(C(=O)c3cccc(NC4=NC5CS(=O)(=O)CC5S4)c3)CC2)c1 (configuration not stated) the results were FadD28 binding -4.8, UGM FP inh 2.5, GDH-TPI counter -5.9, PfHsp40 yeast 0.9, Anthrax LF prot -0.5, BioA inh -0.2, BoNT-F LC inh -4.9, Mtb FBA inh 0.3 and BoNT-A LC inh2 0.2.
For Cc1ccccc1-c1oc(C)c(C)[n+]1[O-] the results were FadD28 binding -1.2, UGM FP inh 0.2, GDH-TPI counter 5.3, PfHsp40 yeast 0.3, Anthrax LF prot 2.5, BoNT-F LC inh 2.0, Mtb FBA inh 6.7 and BoNT-A LC inh2 -0.1.
Screening O=C(CCC1CCCN(C(=O)Cc2ccc(F)cc2)C1)N1CCN(c2ccccn2)CC1 (configuration not stated) returned FadD28 binding 0.8, UGM FP inh -3.4, GDH-TPI counter 1.3, PfHsp40 yeast 3.8, Anthrax LF prot -3.9, BoNT-F LC inh -3.2, Mtb FBA inh 8.1 and BoNT-A LC inh2 -0.5.
CCOC(=O)C1=CCN(S(=O)(=O)c2cccc(Cl)c2)C1c1ccccc1 (configuration not stated) was read as FadD28 binding -2.1, Anthrax LF prot -0.8, BioA inh -3.1, BoNT-F LC inh 13.8, Mtb FBA inh -0.2 and BoNT-A LC inh2 1.5.
CN(Cc1nccn1C)C(=O)c1cc(COc2ccc3ncccc3c2)on1 was read as FadD28 binding -3.0, UGM FP inh 0.8, GDH-TPI counter 12.2, PfHsp40 yeast 1.5, Anthrax LF prot -6.1, BoNT-F LC inh -5.2, Mtb FBA inh 1.6 and BoNT-A LC inh2 -1.0.
O=C(COC(=O)C1CC2CCCC(C1)C2=O)NC(=O)c1ccccc1 (configuration not stated) was read as FadD28 binding -3.0, UGM FP inh 2.1, GDH-TPI counter -2.9, PfHsp40 yeast -0.5, Anthrax LF prot -5.2, BioA inh 0.1, BoNT-F LC inh 0.6, Mtb FBA inh -1.0 and BoNT-A LC inh2 -2.0.
`O=C(Nc1nnc(SCc2cccnc2)s1)C1CC(=O)N(c2ccc(F)cc2)C1` (configuration not stated) gave FadD28 binding -1.7, UGM FP inh -0.4, GDH-TPI counter 3.5, PfHsp40 yeast -1.3, Anthrax LF prot 0.0, BioA inh 1.1, BoNT-F LC inh 1.2, Mtb FBA inh -0.9 and BoNT-A LC inh2 1.5.
Cc1ccccc1-c1nnc(SCc2ccccc2)o1 was read as FadD28 binding 0.0, UGM FP inh 1.7, GDH-TPI counter 1.4, PfHsp40 yeast 5.0, Anthrax LF prot 0.7, BioA inh 1.1, BoNT-F LC inh -7.3, Mtb FBA inh 1.0 and BoNT-A LC inh2 -2.6.
For COc1ccc(/C=C/C(=O)OCC(=O)N(C)c2c(N)n(Cc3ccccc3)c(=O)[nH]c2=O)cc1OC the results were FadD28 binding -3.1, GDH-TPI counter 13.9, PfHsp40 yeast -0.2, Anthrax LF prot 1.4, BioA inh 1.8, BoNT-F LC inh 3.3, Mtb FBA inh 8.1 and BoNT-A LC inh2 1.1.
Screening CC(C)NC(=O)Cn1c(SCC(=O)N2CCc3ccccc3C2)nc2ccccc21 returned FadD28 binding -4.2, UGM FP inh 1.2, GDH-TPI counter 3.5, PfHsp40 yeast 1.9, Anthrax LF prot -1.3, BioA inh -0.1, BoNT-F LC inh -7.0, Mtb FBA inh 0.8 and BoNT-A LC inh2 -2.9.
Screening CC(=O)OCC1OC(n2ccc(=O)[nH]c2=O)C(O)C1O (configuration not stated) returned FadD28 binding -0.4, UGM FP inh -0.9, GDH-TPI counter -1.2, PfHsp40 yeast 0.8, Anthrax LF prot 10.8, BioA inh -1.3, BoNT-F LC inh -5.4, Mtb FBA inh 4.3 and BoNT-A LC inh2 -0.1.
Cc1ccc(OCC(=O)N2CCN(S(=O)(=O)c3ccccc3)CC2)c([N+](=O)[O-])n1 was read as FadD28 binding -1.0, UGM FP inh 2.4, GDH-TPI counter -3.8, PfHsp40 yeast -0.3, Anthrax LF prot 0.3, BoNT-F LC inh 1.3, Mtb FBA inh 2.8 and BoNT-A LC inh2 -0.4.
For CCCN1CCN(CCCNC(=O)c2cc3c(=O)n(C)c4ccccc4c3n2C)CC1 the results were FadD28 binding -4.0, UGM FP inh -1.8, GDH-TPI counter 1.0, PfHsp40 yeast -0.7, Anthrax LF prot -2.8, BioA inh 0.1, BoNT-F LC inh -2.9, Mtb FBA inh 9.7 and BoNT-A LC inh2 -0.6.
`O=C(CN1CCN(Cc2ccccc2)CC1)Nc1ccc(S(=O)(=O)N2CCOCC2)cc1` gave FadD28 binding 0.3, UGM FP inh 0.7, GDH-TPI counter -1.9, PfHsp40 yeast -0.7, Anthrax LF prot -2.1, BioA inh 0.6, BoNT-F LC inh -6.0, Mtb FBA inh -1.1 and BoNT-A LC inh2 -1.6.
For CC1=CC(C)(C)Nc2ccc(OC(=O)CN3C(=O)C4CCCCC4C3=O)cc21 (configuration not stated) the results were FadD28 binding -1.5, UGM FP inh -0.5, GDH-TPI counter 10.6, PfHsp40 yeast -1.0, Anthrax LF prot -7.6, BioA inh -2.0, BoNT-F LC inh -12.5, Mtb FBA inh 2.7 and BoNT-A LC inh2 -0.5.
`O=C(NCCc1nc(-c2ccccc2)no1)c1ccccc1` gave FadD28 binding -3.5, UGM FP inh 0.4, GDH-TPI counter 2.5, PfHsp40 yeast -0.4, Anthrax LF prot -6.4, BioA inh -0.4, BoNT-F LC inh -3.4, Mtb FBA inh -0.9 and BoNT-A LC inh2 -0.1.
Screening CC(C)Cc1ccc(-c2cc3nc(NCc4cccc(Cl)c4)ccn3n2)cc1 returned FadD28 binding -3.4, GDH-TPI counter -1.8, Anthrax LF prot -3.0, BioA inh -1.4, BoNT-F LC inh -1.6, Mtb FBA inh 14.9 and BoNT-A LC inh2 -0.5.
For CCn1nnc(NC(=O)c2ccc(-c3ccc(Cl)cc3)o2)n1 the results were FadD28 binding -3.9, UGM FP inh 0.7, GDH-TPI counter 17.2, PfHsp40 yeast 7.9, Anthrax LF prot -5.8, BioA inh -0.6, BoNT-F LC inh -37.3, Mtb FBA inh 21.0 and BoNT-A LC inh2 -1.3.
`Cc1ccc2nc(Cl)c(C#N)cc2c1` gave FadD28 binding -2.5, UGM FP inh -2.0, GDH-TPI counter 7.5, PfHsp40 yeast 0.3, Anthrax LF prot -3.8, BoNT-F LC inh 0.6, Mtb FBA inh 1.7 and BoNT-A LC inh2 0.1.
Screening COc1ccc(-c2sc3ccccc3c2C#CCO)cc1 returned FadD28 binding -0.1, UGM FP inh -0.6, GDH-TPI counter 8.3, PfHsp40 yeast 31.4*, Anthrax LF prot 3.5, BioA inh -1.0, BoNT-F LC inh -2.3, Mtb FBA inh 16.5 and BoNT-A LC inh2 0.2.
For O=C(Nc1ccc(N2CCOCC2)c(Cl)c1)c1c(F)c(F)c(F)c(F)c1F the results were FadD28 binding -0.8, UGM FP inh 0.2, GDH-TPI counter -5.9, PfHsp40 yeast -0.4, Anthrax LF prot -5.1, BioA inh -1.1, BoNT-F LC inh -30.7, Mtb FBA inh 3.7 and BoNT-A LC inh2 1.0.
For COc1ccc(CNC(=O)CCS(=O)(=O)c2cc3c(cc2Cl)NC(=O)CO3)cc1 the results were FadD28 binding -2.5, UGM FP inh -2.6, GDH-TPI counter 3.5, PfHsp40 yeast -0.2, Anthrax LF prot -3.3, BioA inh -0.7, BoNT-F LC inh -0.7, Mtb FBA inh -0.6 and BoNT-A LC inh2 0.1.

Screening data from PubChem.
